Assay outcomes from PubChem BioAssay.
RMI-FANCM inh: disruptors of RMI1/RMI2 association with MM2 peptide – biochemical, fluorescence polarization, human, primary screen | RMI core complex with F-MM2 peptide; hits give low values | FP signal (polarization) at 33 µM | hit rate 0.58% among 70,000 | AID 1159607, 2016; in the data active means FP signal below about 40; further: inactives centre near 61; strong numbers were not always called active; unit not given here
The depositor's hits bear a star; & = joins results of further samples. Only part of the results is shown (hit frequency here may not be typical).

SMILES	RMI-FANCM inh
CCn1c(=NC(=O)c2ccccc2[N+](=O)[O-])sc2cc(F)cc(F)c21	58
CCCCC[C@H](CC(=O)NO)C(=O)N[C@H](C(=O)N1CCC[C@H]1CO)C(C)C	61
OC(CNCc1ccco1)C(F)(F)F (stereo unspecified)	56
COc1cccc(CNC(=O)c2cnc3c(c(C)nn3-c3ccc(C)cc3)c2Cl)c1	82
CC(=O)Cn1cnc2c(nnn2-c2ccc(Br)cc2)c1=O	59
CC1=CC(=O)C(CCCCCC2=CC(=O)C(C)=CC2=O)=CC1=O	55
C#CCn1c(=NC(=O)CCc2ccccc2)sc2cc3c(cc21)OCCO3	93
O=C(Oc1ccc(C2SCCS2)cc1)c1ccccc1	55
O=S(=O)(Cc1ccc(Cl)cc1)c1ccc(N2CCN(c3ccccc3F)CC2)nn1	126
Cc1ccc2c(c1)OCC(=O)N2Cc1nc(-c2cccs2)no1	67
Cc1cc(C)c2nc(N(CCn3cccn3)C(=O)C3CC3)sc2c1	63
CN(C)c1ccc(C(CNC(=O)C(=O)Nc2cccc(Cl)c2)N2CCCC2)cc1 (stereo unspecified)	65
CC1(C)CC(=O)C2=C(C1)OC1=C(C(=O)CC(C)(C)C1)C2c1ccccn1	61
COc1ccc2cc(C(=O)Nc3ccccc3)c(=Nc3ccc(C(F)(F)F)cc3)oc2c1	55
CN(C)CCCO[C@@H]1[C@H]2OC(C)(C)O[C@H]2O[C@@H]1C(O)CO (stereo partly specified)	56
O=C(/C=C/C1=Cc2ccccc2OC1)Nc1nccs1	76
O=[N+]([O-])c1cccc(OCNCCCCCCO)c1	51
O=[N+]([O-])c1cc(Cl)ccc1Oc1c(Cl)cccc1Cl	49
COc1ccc(-c2ccc(=O)n(CCN3CCN(S(=O)(=O)c4ccc(C(C)=O)cc4)CC3)n2)cc1	63
CN(C)c1ccc(/C=C2/SC(N3CCN(CCC#N)CC3)=NC2=O)cc1	258
COc1cccc(/C=N\NC(=O)CNC(=O)c2ccccc2C(F)(F)F)c1OC	63
COc1ccc(-c2ccc(N3CCN(C(=O)c4c(F)cccc4F)CC3)nn2)cc1	72
Cc1cc(C)c(-c2csc(NC(=O)c3ccc4ncsc4c3)n2)c(C)c1	72
CCN(CC)CCN(C(=O)c1ccnn1C)c1nc2ccc(C)cc2s1	75
NS(=O)(=O)c1ccc(NC(=O)CCCn2nc(-c3cccs3)ccc2=O)cc1	69
Following part.
SMILES	RMI-FANCM inh
O=C(Nc1cccnc1)NC1CC(=O)N(c2ccc3c(c2)OCCO3)C1 (stereo unspecified)	52
COc1ccc(C(=O)Nc2ccccc2C#N)cc1OC	65
COc1ccc(C2SCC3C(=O)N(c4ccccc4)C(=S)N32)cc1O (stereo unspecified)	65
Cc1nn2c(=O)c3c4c(sc3nc2[nH]c1=O)CCCC4	59
CCOc1ccc(-c2ccc(=O)n(Cc3nc(-c4cccs4)no3)n2)cc1	85
O=[N+]([O-])c1cccnc1NCCCn1ccnc1	43
O=C(NCC1CCN(Cc2ccco2)CC1)C(=O)Nc1ccc(OC(F)(F)F)cc1	99
CCOC(=O)c1ccc2nc(NC(=O)c3ccn(C)n3)sc2c1	61
N#CCS(=O)(=O)c1ccc(OC(F)(F)F)cc1	58
Clc1cccc(CSC2=NCCN2)c1	65
O=C(CSc1nc2c(sc(=S)n2-c2ccccc2)c(=O)[nH]1)NCc1ccccc1	62
CCc1nnc(NC(=O)C(C)Sc2nnnn2-c2ccccc2C)s1 (stereo unspecified)	64
COc1ccc(-c2cc(=O)[nH]c(SCc3nc(-c4ccccc4OC)oc3C)n2)cc1	80
CCOCCn1c(=NC(=O)c2cc(C)nn2CC)sc2cc(NC(C)=O)ccc21	66
CCOC(=O)c1scc(-c2ccc(C)cc2)c1S(=O)(=O)Nc1ccc(OC)cc1	62
CCOC(=O)Nc1cc(N2CCCS2(=O)=O)ccc1OC	54
CC(=O)OCC(=O)[C@@]1(O)CCC2C3CCC4=CC(=O)C=CC4(C)C3[C@@H](O)C[C@@]21C (stereo partly specified)	64
CCc1c(C#N)c(SCC(=O)c2cc3ccccc3oc2=O)nc2c1CCC2	57
NC(=O)c1oc2ccccc2c1NC(=O)C(=O)NCCc1c[nH]c2ccccc12	59
CC(C)(C)NCC(O)COCCOc1ccc(Cl)cc1 (stereo unspecified)	71
COc1ccccc1N1CCN(C(=O)CS(=O)(=O)c2cccs2)CC1	64
CCOC(=O)c1sc(NC(=O)C2CCN(S(C)(=O)=O)CC2)c(C(=O)OCC)c1C	65
O=C1CCCN1CC(O)CS(=O)(=O)c1ccc(Cl)cc1 (stereo unspecified)	56
N#C/C(=C/c1ccc(-c2ccc(Cl)c(Cl)c2)o1)C(=O)Nc1ccccc1I	75
COC(=O)c1ccc(Cn2cnc(-c3ccc(F)cc3)cc2=O)o1	62

Taken from above for reference:
SMILES	RMI-FANCM inh
CCOC(=O)c1ccc2nc(NC(=O)c3ccn(C)n3)sc2c1	61
N#CCS(=O)(=O)c1ccc(OC(F)(F)F)cc1	58
Clc1cccc(CSC2=NCCN2)c1	65
O=C(CSc1nc2c(sc(=S)n2-c2ccccc2)c(=O)[nH]1)NCc1ccccc1	62
CCc1nnc(NC(=O)C(C)Sc2nnnn2-c2ccccc2C)s1 (stereo unspecified)	64
COc1ccc(-c2cc(=O)[nH]c(SCc3nc(-c4ccccc4OC)oc3C)n2)cc1	80
CCOCCn1c(=NC(=O)c2cc(C)nn2CC)sc2cc(NC(C)=O)ccc21	66
CCOC(=O)c1scc(-c2ccc(C)cc2)c1S(=O)(=O)Nc1ccc(OC)cc1	62
CCOC(=O)Nc1cc(N2CCCS2(=O)=O)ccc1OC	54
CC(=O)OCC(=O)[C@@]1(O)CCC2C3CCC4=CC(=O)C=CC4(C)C3[C@@H](O)C[C@@]21C (stereo partly specified)	64
CCc1c(C#N)c(SCC(=O)c2cc3ccccc3oc2=O)nc2c1CCC2	57
NC(=O)c1oc2ccccc2c1NC(=O)C(=O)NCCc1c[nH]c2ccccc12	59
CC(C)(C)NCC(O)COCCOc1ccc(Cl)cc1 (stereo unspecified)	71
COc1ccccc1N1CCN(C(=O)CS(=O)(=O)c2cccs2)CC1	64
CCOC(=O)c1sc(NC(=O)C2CCN(S(C)(=O)=O)CC2)c(C(=O)OCC)c1C	65
O=C1CCCN1CC(O)CS(=O)(=O)c1ccc(Cl)cc1 (stereo unspecified)	56
N#C/C(=C/c1ccc(-c2ccc(Cl)c(Cl)c2)o1)C(=O)Nc1ccccc1I	75
COC(=O)c1ccc(Cn2cnc(-c3ccc(F)cc3)cc2=O)o1	62

(list continues)
SMILES	RMI-FANCM inh
CC1(C)C(=O)NCCN1C(=O)C(c1ccccc1)c1ccccc1	53
O=C(O)/C(=N\Nc1ccccc1O)c1ccccc1	64
COCCCNC(=S)Nc1ccc(OC)cc1	60
O=S(=O)(NC1c2cccc3cccc(c23)C1Sc1nnnn1-c1ccccc1)c1ccccc1 (stereo unspecified)	57&60
COC(=O)C1CCN(C(=O)C(=O)Nc2c3c(nn2-c2ccc(Cl)cc2)CSC3)CC1	54
CCOC(=O)c1c(O)[nH]c(N=O)c1SC	54
CN(C)c1ccc(-n2nnnc2SCC(=O)c2ccccc2)cc1	61
O=C(CC1CCCCC1)NCCCn1nc(-c2ccc(Cl)cc2)ccc1=O	69
O=c1oc2cc(OCC(O)Cn3cnc4ccccc43)ccc2c2c1CCC2 (stereo unspecified)	68
N#Cc1cc2ccccc2nc1N	52
Cc1ccc2nc(SCC(=O)N3CCN(c4ccccc4)CC3)[nH]c2c1	54
COc1ccc(-c2csc3c(=O)n(Cc4cc(C)ccc4C)cnc23)cc1OC	61
O=C1NC(=S)N/C1=C/c1ccc(N2CCCC2)c(F)c1	82
NNC(=O)c1csc(-c2ccc(C(F)(F)F)cn2)n1	63
COc1ccccc1CNC(=O)c1cc(-c2ccccc2)nc2c1c(C)nn2C1CCS(=O)(=O)C1 (stereo unspecified)	70
CCOC(=O)c1cc(C(=O)CSc2ccc(C(F)(F)F)cn2)on1	56
CCCC(=O)Nc1cc(-c2cn3nc(OC)ccc3n2)ccc1OC	70
O=C(OCn1nnc2ccccc2c1=O)c1ccccc1C(F)(F)F	58
Cc1ccc(-c2csc3ncnc(N4CCN(c5ccc(Cl)c(Cl)c5)CC4)c23)cc1C	108
COc1cn2c(cc1=O)C(=O)N(CCNC(=O)C1CC1)CC2	64
O=C(O)/C=C/c1ccc(S(=O)(=O)NCCCC(=O)O)cc1	64
CS(=O)(=O)N1CCN(c2ccc(-c3ccccn3)nn2)CC1	62
Cn1nc(C(C)(C)C)cc1C(=O)Nc1c(-c2ccccc2)c(C(F)(F)F)nn1C	53
O=C(NCCCc1ccccc1)C(=O)NCC1OCCCN1S(=O)(=O)c1ccccc1 (stereo unspecified)	58
O=C1SC(Nc2ccc(F)cc2)C(=O)N1Cc1ccccc1 (stereo unspecified)	63

Next part, starting with the last two of the part before.
SMILES	RMI-FANCM inh
O=C(NCCCc1ccccc1)C(=O)NCC1OCCCN1S(=O)(=O)c1ccccc1 (stereo unspecified)	58
O=C1SC(Nc2ccc(F)cc2)C(=O)N1Cc1ccccc1 (stereo unspecified)	63
FC(F)Oc1ccc(NC(=S)N2CCOCC2)cc1	58
O=C(NCc1ccncc1)c1csc2nc(-c3ccccc3)cn12	68
COc1ccc(S(=O)(=O)CCCC(=O)Nc2sc(C)c(C)c2C#N)cc1	52
Cc1cc(C(=O)CSc2nnc3scc(-c4ccc(Cl)cc4)n23)c(C)n1-c1ccccc1F	83
CN(CCOC(=O)C(C)(C)C)c1nc2cc(Cl)ccc2s1	48
CC(C)C(=O)N1CCc2ccc(NS(=O)(=O)Cc3ccc(F)cc3)cc2C1	66
COc1cc(NC(=O)CSc2nccn(-c3ccc(F)c(Cl)c3)c2=O)cc(OC)c1	70
CCOc1ccccc1-n1nnc2c(=O)n(Cc3nc(-c4ccc5c(c4)OCO5)no3)cnc21	199
Cc1ccc(C)c2c1C(=O)c1ccccc1C2=O	48
CC(C)CCN1C(=O)CCc2cc(NC(=O)c3cccc(Br)c3)ccc21	56
COc1ccc(CCC(=O)NCc2n[nH]c(=O)c3ccccc23)cc1	57
CCOc1ccc(-c2cc3c(SCc4cc(C)ccc4C)nccn3n2)cc1	69
Cc1cc(C)c(NC(=O)c2cccnc2)c(Cl)c1	63
CNC(=O)CSc1ccccc1C(=O)O	67
O=C(Cn1nc(-c2ccco2)c2sc(N3CCCC3)nc2c1=O)Nc1cccc(F)c1	73
O=c1c2ccccc2nc2c3ccccc3c(Cl)nn12	70
CC(=O)NCCc1nc2ccccc2n1CCOc1ccc(Cl)cc1	63
O=C(O)CCC(=O)Nc1cccc(Cl)c1Cl	55
CC1CCCCN1c1ncnc2sc3c(c12)CCCC3 (stereo unspecified)	76
COC(=O)c1ccc(CSc2nncc(=O)n2N)o1	57
CCOc1ccc2ccccc2c1C(=O)N1CCN=C1SC	59
COc1ccc(-c2cn3c(C(=O)Nc4ccon4)csc3n2)cc1	69
COc1ccc(OC)c(S(=O)(=O)NC(=NCC(C)C)SC)c1	57
N/C(=N/O)c1cccc(CS(=O)(=O)c2cccs2)c1	49
Cc1cc(C)c(C(=O)C2CCNCC2)c(C)c1	57
(further entries)
SMILES	RMI-FANCM inh
Nc1nc(N)nc(-c2cc(Cl)ccc2Cl)n1	63
CCOC(=O)C(NC(C)=O)(NS(=O)(=O)c1ccccc1)C(F)(F)F (stereo unspecified)	55
CCOc1nn(CC)cc1C(=O)Nc1ccc(F)c(Cl)c1	57
O=C(NCCc1ccc(N2CCCC2)cc1)c1ccc(F)cc1	69
O=C(NCCc1ccncc1)c1cc(Br)ccc1O	59
COc1ccc(NC(=O)c2ccccc2S(C)(=O)=O)c([N+](=O)[O-])c1	52
Cc1nc2ccccc2c(=O)n1Cc1cccnc1	63
NCCNC(=O)Cc1ccc(NC(=O)Cc2ccc(Nc3ncnc4c3ncn4[C@@H]3O[C@H](CO)[C@H](O)C3O)cc2)cc1 (stereo partly specified)	62
Cc1ccc(-n2ncc3c(NNC(=O)c4ccco4)ncnc32)cc1C	56
CSc1nc(NC(=O)NS(=O)(=O)Oc2ccc(Cl)cc2Cl)nc(C2CC2)n1	46
CN1CCN(c2nc3ccc(OC(=O)c4ccc(Cl)s4)cc3s2)CC1	55
Cc1ccc(S(=O)(=O)N/N=C\c2ccc(N(C)CCC#N)cc2)cc1	63
Cc1ccc(C(=O)N(CN2CCCC2=O)c2ccc(F)cc2)cc1	64
CCOC(=O)c1nc2sc3c(c2c(=O)[nH]1)CCCC3	39
COc1ccc(NC(=O)NS(=O)(=O)c2ccc(C)cc2)cn1	-46
COc1ccc(N2CC(NC(=O)Nc3ccc(C(C)C)cc3)CC2=O)cc1 (stereo unspecified)	53
O=C(Nc1cnc2ccccc2c1)c1cccc([N+](=O)[O-])c1	57
O=C(O)c1ccc(NS(=O)(=O)c2cccc(Cl)c2)cc1	75
O=C(Nc1ccc2c(c1)CCCN2S(=O)(=O)c1ccccc1)c1ccccc1[N+](=O)[O-]	56
O=C(NCc1cccnc1)c1csc(Nc2ccc(OC(F)F)cc2)n1	63
O=C(Nc1ccncc1)C1CCN(c2ccc(-c3ccc(F)cc3)nn2)CC1	61
CC1(C)CC(=O)c2c(nc(SCC(=O)c3ccccc3)c(C#N)c2-c2ccccc2)C1	104
CCCCNC(=O)C1CCC(Cn2c(=O)c3sccc3n(Cc3ccccc3F)c2=O)CC1 (stereo unspecified)	74
Cc1ccc(Cc2nnc(NC(=O)c3cccs3)o2)c(C)c1	64
COc1ccc(OC)c(Nc2nc(NCC3CCCO3)nc(N)c2[N+](=O)[O-])c1 (stereo unspecified)	55
Following part.
SMILES	RMI-FANCM inh
C=CCOc1ccc(C(O)=C2C(=O)C(=O)N(CCN(C)C)C2c2cc(Br)c(O)c(OC)c2)cc1 (stereo unspecified)	61
CCCc1cc(=O)[nH]c2nnc(SCC(=O)OCc3ccccc3)n12	56
COc1ccc(S(=O)(=O)C(CNC(=O)CN2C(=O)c3ccccc3C2=O)c2cccs2)cc1 (stereo unspecified)	57
Cn1nc(C(=O)N2CCC(Cc3ccccc3)CC2)ccc1=O	60
CCS(=O)(=O)c1ccc(CC(=O)N(CCn2cccn2)c2nc3c(Cl)cccc3s2)cc1	80
O=S(=O)(Cc1ccccc1Cl)NCCc1ccc(N2CCCC2)cc1	79
O=C(Cn1ncn2nc(-c3ccccc3)cc2c1=O)N1CCCC1	67
COc1ccc(CCNC(=O)Cc2c(C)nc(SC(C)c3ccccc3)[nH]c2=O)cc1 (stereo unspecified)	62
